# Screening results deposited in PubChem by several laboratories.
# proCasp3 act: procaspase-3 (human) activation | recombinant procaspase-3 D3A, Ac-DEVD-pNA absorbance 405 nm | activation, % at 8.5 µM | 330,000 tested, 0.11% active;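 active = activation above the mean of all tested compounds plus 3 SD, cut at about 21% in these data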;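 also: 0% = DMSO alone and 100% = DMSO wells spiked with extra 5 µM PC-3 D3A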
#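 Test system: Procaspase-3 D3A mutant, all three cleavage aspartates alanine | Dosing: Single dose, 8.5 µM nominal compound, 0.8% DMSO | Schedule: 1 h preincubation, 2 h reaction | Technique: 405 nm absorbance of p-nitroaniline, reads at 0 and 120 min | Repeats: One well per compound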
# RPL19A TOR yeast: yeast TOR pathway RPL19A-GFP modulation. S. cerevisiae RPL19A-GFP strain, flow cytometry, 3 h; hits give low values. 330,000 tested, 0.3% active. percent response vs DMSO, % at 10 µM;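 active = percent response vs DMSO below 50%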;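 also: median channel GFP fluorescence of the barcoded RPL19A-GFP strain; ratio of sample median GFP to plate DMSO average so 100% = DMSO; lower means less RPL19A-GFP as with rapamycin TOR inhibition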
# GASC-1 inh: blocks human GASC-1 demethylase activity; Q9H3R0; GST-JMJD2C(1-420) H3K9me3 demethylation, DELFIA europium; inhibition, % at 2.35 µM; 330,000 tested, 0.069% active; AID 2099;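 active = more than half of a compound's replicate wells show inhibition beyond 50%, single wells judged on their own value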;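 also: signal counts dimethyl H3K9 product captured on neutravidin plate; 0% = median of DMSO wells and 100% = 0.3 times that DMSO median; strong numbers were not always called active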
# MEP2-GFP yeast: alters MEP2-GFP fluorescence in TOR pathway yeast screen. 330,000 tested, 0.51% active. S. cerevisiae MEP2-GFP strain, flow cytometry GFP, 3 h; 100% = DMSO control level. GFP response vs DMSO, % at 10 µM;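 active = GFP response versus DMSO above a set limit, roughly screen mean plus 3 SD, cut at about 180% in these data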;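 also: median GFP fluorescence of the barcode-gated MEP2-GFP cells per well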
# AHR act: activates the human aryl hydrocarbon receptor; P35869; AHR-responsive luciferase reporter cells, luminescence; activation, % at 5 µM; 320,000 tested, 2.5% active; AID 2796; in the data active = activation above about 47%;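 also: 0% = vehicle wells and 100% = reference agonist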
# Target sequence (P35869 whole entry, looked up): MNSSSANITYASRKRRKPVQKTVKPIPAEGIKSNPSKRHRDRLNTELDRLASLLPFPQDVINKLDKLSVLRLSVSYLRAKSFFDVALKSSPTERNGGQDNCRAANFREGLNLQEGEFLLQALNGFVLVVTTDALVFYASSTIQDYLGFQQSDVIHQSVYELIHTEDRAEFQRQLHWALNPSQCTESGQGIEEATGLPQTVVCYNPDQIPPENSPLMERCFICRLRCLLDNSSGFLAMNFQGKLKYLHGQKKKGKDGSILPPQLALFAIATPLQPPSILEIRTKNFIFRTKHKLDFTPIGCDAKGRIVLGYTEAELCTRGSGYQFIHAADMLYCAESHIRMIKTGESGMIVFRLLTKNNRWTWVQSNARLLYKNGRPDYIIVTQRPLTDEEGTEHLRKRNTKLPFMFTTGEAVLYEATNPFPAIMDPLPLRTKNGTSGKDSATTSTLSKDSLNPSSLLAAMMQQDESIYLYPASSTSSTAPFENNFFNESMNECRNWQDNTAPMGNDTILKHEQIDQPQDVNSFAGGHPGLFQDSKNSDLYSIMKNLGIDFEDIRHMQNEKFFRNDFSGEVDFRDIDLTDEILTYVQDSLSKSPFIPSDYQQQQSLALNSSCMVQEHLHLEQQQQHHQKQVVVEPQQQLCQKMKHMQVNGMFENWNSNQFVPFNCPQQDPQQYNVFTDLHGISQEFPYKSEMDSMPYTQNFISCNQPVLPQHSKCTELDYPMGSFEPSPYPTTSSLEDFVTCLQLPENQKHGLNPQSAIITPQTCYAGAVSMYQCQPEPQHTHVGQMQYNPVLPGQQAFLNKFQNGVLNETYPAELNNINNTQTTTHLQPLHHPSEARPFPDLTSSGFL
# CR mimetic SO: lowers age-related superoxide in aged yeast cells | S. cerevisiae aged cells, superoxide DHE fluorescence; hits give low values | superoxide response (% of plate mean), % at 10 µM | 330,000 tested, 0.18% active | AID 2690;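 active = superoxide response under a set limit, about three screen SD below normal, cut at about 65% in these data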;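 also: yeast aged for seven days with compound at 30 °C before DHE staining; 100% = average MFI of all compound-treated wells on the plate with controls excluded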
# LAP4-GFP MLPCN: modulators of TOR pathway LAP4-GFP in S. cerevisiae; S. cerevisiae LAP4-GFP multiplex, flow cytometry GFP, 3 h; median GFP as percent of DMSO wells; GFP response vs DMSO, % at 10 µM; 320,000 tested, 0.34% active;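 active = GFP response vs DMSO above a set limit, about the screen mean plus 3 SD, cut at about 150% in these data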
# procasp7 counter: activates human procaspase-7, counter-screen for procaspase-3 activators. P55210. recombinant procaspase-7, Ac-DEVD-pNA absorbance 405 nm; D23A/D198A/D206A triple mutant, cannot self-cleave; scale: DMSO 0, 5 µM enzyme 100. activation, % at 8.5 µM. 330,000 tested, 0.093% active;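 active = percent activation above the screen-wide mean plus 3 SD, cut at about 25% in these data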
#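 System: Uncleavable procaspase-7 mutant enzyme; Amount: 2 µM procaspase-7 mutant as dispensed; Schedule: 1 h compound preincubation, 2 h substrate cleavage, 25 °C; Measured by: 405 nm absorbance of p-nitroaniline; Evaluation: percent activation from buffer-corrected 0–120 min absorbance change; Control set: low DMSO alone, high DMSO plus 5 µM PC-7.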
# * hit, by the source's call; x = no result given.
1	O=C(NC(c1ccccc1)C(Cl)(Cl)Cl)c1ccccc1 (stereo not given)
2	O=C(CSc1nnc(SCc2ccccc2Cl)s1)N/N=C/c1ccc(C(=O)O)cc1
3	COc1cccc(N2CCN(C3CC(=O)N(c4cccc(Cl)c4)C3=O)CC2)c1 (stereo not given)
4	COc1cccc(Nc2nc(NCC3CCCO3)c3ccccc3n2)c1 (stereo not given)
5	COc1ccc(OCC(=O)Nc2c(C(=O)N(CCN(C)C)Cc3ccco3)oc3ccccc23)cc1
6	O=C(Nc1ccccc1)C1=C[C@H](c2ccc3c(c2)OCO3)C[C@H](OCc2ccc(CO)cc2)O1
7	O=C(CSc1nnnn1-c1ccc2c(c1)OCCO2)N1CCN(C(=O)c2ccco2)CC1
8	CNc1nc(N)c(C(=O)C23CC4CC(CC(C4)C2)C3)s1
9	COc1ccccc1-c1nnc(NC(=O)C(C)SC2=NCCS2)s1 (stereo not given)
10	O=S(=O)(Nc1ccc(N2CCOCC2)cc1)c1ccc(F)cc1

Compound	1	2	3	4	5	6	7	8	9	10
proCasp3 act	4	-2	-8	2	-6	8	-4	-11	6	-4
RPL19A TOR yeast	107	106	102	100	113	x	98	88	96	102
GASC-1 inh	6	-5	-5	-2	4	-1	13	-1	3	-8
MEP2-GFP yeast	111	108	107	107	104	x	101	95	94	98
AHR act	-1	3	0	30	15	8	4	1	57*	-1
CR mimetic SO	109	96	94	112	136	x	100	84	103	102
LAP4-GFP MLPCN	97	107	108	104	92	x	93	98	104	95
procasp7 counter	-2	-2	-7	3	-9	6	-2	11	5	3

# With a hit mark in AHR act, of those listed so far:
No.	compound	proCasp3 act	RPL19A TOR yeast	GASC-1 inh	MEP2-GFP yeast	AHR act	LAP4-GFP MLPCN
9	COc1ccccc1-c1nnc(NC(=O)C(C)SC2=NCCS2)s1 (stereo not given)	6	96	3	94	57*	104

# Later entries.
11	Cc1ccsc1C(=O)Nc1nc2ccccc2[nH]1
12	O=C(N/N=C/c1cc(Br)cc(Br)c1O)c1cccc(S(=O)(=O)N2CCOCC2)c1
13	CCOC(=O)c1cccc(NC(=O)/C(=C\c2ccccc2)NC(=O)c2ccccc2Cl)c1
14	COc1ccc(OC)c(Nc2ncnc3ccccc23)c1
15	CCCCCc1cc(=O)oc2c(C(CCN3CCCC3)c3cc(OC)c(OC)c(OC)c3)c(OC)cc(OC)c12 (stereo not given)
16	CCn1c(=N)n(CCO)c2ccccc21
17	COc1ccc(OC)c(C2C(C#N)=C(N)N(N(C)C)C3=C2C(=O)CCC3)c1 (stereo not given)
18	COc1ccc(C(=O)Nc2cc3c4c(c2)CC(=O)N4CCC3)cc1
19	CC(C)(C)c1nnc(N/N=C/c2ccc(O)cc2)n(N)c1=O
20	O=S1(=O)CC2NC(=S)N(c3cccc(Br)c3)C2C1 (stereo not given)

Compound	11	12	13	14	15	16	17	18	19	20
proCasp3 act	-7	2	-1	-4	6	6	-5	8	-10	-2
RPL19A TOR yeast	98	99	99	103	94	95	90	x	100	100
GASC-1 inh	0	4	-3	-2	-3	4	3	95	-10	-2
MEP2-GFP yeast	99	97	102	105	98	90	105	109	105	100
AHR act	111*	2	-4	-5	-1	-1	3	-2	5	-1
CR mimetic SO	93	101	102	97	94	100	97	92	87	92
LAP4-GFP MLPCN	98	107	96	106	127	94	103	110	91	108
procasp7 counter	5	-5	-3	-1	0	7	5	8	-7	10

21	COc1cc(/C=N\Nc2nc3ccccc3o2)cc(OC)c1OC
22	Cc1oc2c(CN3CCCCC3)c(O)ccc2c(=O)c1-c1ccc(Cl)cc1
23	CCc1ccccc1N(C1=NCCCS1)S(=O)(=O)c1ccc(C(C)(C)C)cc1
24	COc1ccc(C2(NC(C)=O)CCN(Cc3cccnc3)CC2)cc1
25	COc1ccc(CC(=O)N2CC(C)CC(C)C2)cc1 (stereo not given)
26	Cc1nnc(-n2ncc(C#N)c2N)c2nn(-c3cccc(Cl)c3)c(C)c12
27	O=C(O)C1CCN(C(=O)COc2ccc(Br)cc2)CC1
28	CCC(OC(=O)CCc1nc2ccccc2[nH]c1=O)C(=O)c1ccccc1 (stereo not given)
29	CC1CCN(C(=O)c2cc3c(ccc4ccccc43)o2)CC1
30	Cc1ccc(NC(=O)COC(=O)C2CCN(c3ccc(C(F)(F)F)cn3)CC2)cc1C

Compound	21	22	23	24	25	26	27	28	29	30
proCasp3 act	9	-1	-6	2	-1	-3	7	4	-1	5
RPL19A TOR yeast	98	102	102	100	117	95	98	94	105	98
GASC-1 inh	2	-4	2	2	0	4	-1	-3	2	1
MEP2-GFP yeast	97	101	119	123	100	98	93	95	94	102
AHR act	12	1	-3	1	0	15	-2	11	-7	2
CR mimetic SO	81	105	100	105	111	90	96	103	99	134
LAP4-GFP MLPCN	99	103	108	106	76	90	106	81	90	108
procasp7 counter	3	1	6	10	0	-17	13	0	0	1

31	CC(C)C1=CC2=CCC3C(C)(C(=O)O)CCCC3(C)C2CC1 (stereo not given) (tested in a mixture with another compound)
32	O=C(N/N=C/c1cccc([N+](=O)[O-])c1)c1c[nH]c2ccccc12
33	CCOc1ccc(Cl)cc1S(=O)(=O)N1CCC(C(=O)NCc2ccco2)CC1
34	CCn1c(=O)c2cc(C(=O)Nc3ccc(OC)cc3OC)sc2c2ccccc21
35	COCCN(C(=O)CCC(=O)Nc1ccccn1)C(C(=O)NC(C)(C)C)c1ccc(OC)cc1 (stereo not given)
36	CCOC(=O)c1c(NC(=O)CN2CCCc3ccccc32)sc(C)c1CC
37	O=C(Cc1ccccc1)NC(NCCCN1CCOCC1)(C(F)(F)F)C(F)(F)F
38	COc1ccc(-c2nc(CS(=O)(=O)CC(=O)NCc3ccccc3OC)c(C)o2)cc1
39	O=C(NCc1ccc(F)cc1)c1cc2ccccn2n1
40	COc1ccc2c(c1)-c1nc(NC(=O)c3ccco3)sc1CC2

Compound	31	32	33	34	35	36	37	38	39	40
proCasp3 act	-5	3	5	-13	10	-7	5	4	-7	-3
RPL19A TOR yeast	100	97	99	86	104	104	98	96	102	109
GASC-1 inh	8	-6	-10	4	-1	5	2	-3	-20	3
MEP2-GFP yeast	97	91	102	111	113	101	106	98	101	103
AHR act	3	97*	-1	1	-1	12	1	2	11	15
CR mimetic SO	89	80	92	122	88	92	99	98	102	105
LAP4-GFP MLPCN	87	94	102	101	97	90	100	89	112	108
procasp7 counter	10	4	-9	7	5	4	11	-7	14	6

41	CCc1ccc(NC(=O)C(C)Nc2ccc(S(=O)(=O)NC(C)=O)cc2)cc1 (stereo not given)
42	COc1ccccc1-n1c(SCC(=O)NC2CCCC2)nc2cccnc21
43	CCOC(=O)CNC(=O)c1ccccc1
44	Cc1ccc(C(=O)NC(=S)Nc2ccc(N3CCOCC3)cc2)cc1C
45	CCOC(=O)c1cc(-c2ccc(C)cc2)n(CCC(=O)NCCCOC)c1C
46	CC(CN1CCOCC1)OC(=O)c1cccs1 (stereo not given)
47	Cc1ccc(C(=O)Oc2cc(C)n(C)c(=O)c2)cc1
48	CCOCCCNS(=O)(=O)Cc1ccccc1
49	O=C(CN1CCOCC1)NNc1nc(-c2ccccc2)c2cc(Br)ccc2n1
50	O=C(NC1CCCCC1)Oc1ccccc1

Compound	41	42	43	44	45	46	47	48	49	50
proCasp3 act	0	-4	2	-13	7	-1	1	-3	-1	-5
RPL19A TOR yeast	101	103	97	91	95	97	93	99	101	95
GASC-1 inh	2	-1	7	-3	0	3	5	11	-2	-2
MEP2-GFP yeast	121	102	101	88	94	101	97	91	99	93
AHR act	-2	3	1	3	2	0	-1	0	11	-3
CR mimetic SO	97	93	106	96	104	106	109	97	82	107
LAP4-GFP MLPCN	101	102	103	97	93	99	102	96	93	103
procasp7 counter	-20	8	12	-2	2	-14	11	0	11	4

# Reprinted from the part before: 4 compounds, followed by the next part.
47	Cc1ccc(C(=O)Oc2cc(C)n(C)c(=O)c2)cc1
48	CCOCCCNS(=O)(=O)Cc1ccccc1
49	O=C(CN1CCOCC1)NNc1nc(-c2ccccc2)c2cc(Br)ccc2n1
50	O=C(NC1CCCCC1)Oc1ccccc1
51	CN(C)/C=N/c1[nH]ncc1C#N
52	O=c1c(OC2OC(CO)C(O)C(O)C2O)c(-c2ccc(O)c(O)c2)oc2cc(O)cc(O)c12 (stereo not given)
53	Cc1ccc(-n2c(C)cn(C(=O)c3ccccc3)c2=S)cc1
54	O=C(c1ccc2nc[nH]c2c1)N1CCN(c2cccc(C(F)(F)F)c2)CC1
55	Cc1ccc(/C=N\n2c(-c3ccccc3)n[nH]c2=S)s1
56	Cc1ccc(CN2CCc3[nH]c(=S)[nH]c(=O)c3C2)cc1
57	CC(Sc1nnc2n1CCCCC2)C(=O)Nc1ccccc1[N+](=O)[O-] (stereo not given)
58	COc1ccc(F)c(CN2CCCC(CNS(=O)(=O)c3cccc4cccnc34)C2)c1 (stereo not given)
59	Oc1ccc(/C=N/n2c(COc3ccccc3)n[nH]c2=S)cc1O
60	COc1ccc(C(=O)Nc2cccnc2Sc2ccc(Cl)cc2)cc1

Compound	47	48	49	50	51	52	53	54	55	56	57	58	59	60
proCasp3 act	1	-3	-1	-5	1	10	3	x	-7	-3	11	0	6	2
RPL19A TOR yeast	93	99	101	95	98	x	103	115	101	97	98	104	99	96
GASC-1 inh	5	11	-2	-2	-2	-86	1	-15	-2	-47	2	-8	-20	-7
MEP2-GFP yeast	97	91	99	93	99	x	103	108	101	131	99	108	101	105
AHR act	-1	0	11	-3	4	2	6	x	6	2	7	2	1	1
CR mimetic SO	109	97	82	107	98	x	99	122	100	85	120	99	110	98
LAP4-GFP MLPCN	102	96	93	103	95	x	100	93	104	103	97	93	87	108
procasp7 counter	11	0	11	4	-2	12	11	x	-19	-1	-2	6	-2	2

61	COc1cc2c(cc1OC)C(CSc1ccccc1C(=O)O)=NC(C)(C)C2
62	CCN(C(=O)COC(=O)CNC(=O)c1ccc(F)cc1)C1CCS(=O)(=O)C1 (stereo not given)
63	CCOc1ccc(C2NC(=S)NC3=C2CCc2ccccc23)cc1 (stereo not given)
64	COc1ccc(OC)c(/C=C/C(=O)N2C(=O)c3cccc(N)c3C2=O)c1
65	O=C(c1ccc(N2CCCS2(=O)=O)cc1)N1CCN(c2ccccc2)CC1
66	O=C(CSc1nnc(CCc2nc3ccccc3[nH]2)n1-c1ccccc1)NCc1ccccc1

Compound	61	62	63	64	65	66
proCasp3 act	-6	2	-15	-4	-8	7
RPL19A TOR yeast	107	101	94	94	107	101
GASC-1 inh	-16	-5	7	-1	6	-17
MEP2-GFP yeast	103	126	99	104	105	114
AHR act	2	4	11	8	0	0
CR mimetic SO	99	86	97	105	125	102
LAP4-GFP MLPCN	101	101	122	94	103	98
procasp7 counter	-6	-12	-19	-6	4	11
